Bioassay records deposited in PubChem BioAssay by National Center for Advancing Translational Sciences (NCATS).
APEX1 inh: inhibitors of human APE1 endonuclease. P27695. recombinant APE1, TAMRA/BHQ-2 abasic DNA cleavage fluorescence. Potency, µM (series often up to 65.8 µM), for inactives: at the top dose activity change, negative = inhibition, hits mostly inhibitors. 350,000 compounds, 0.35% hits;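 also: plate controls were vehicle for no effect and reference inhibitor for full effect; nearly all actives have a fitted effect of over 55% in size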
Target sequence (P27695 whole entry, looked up): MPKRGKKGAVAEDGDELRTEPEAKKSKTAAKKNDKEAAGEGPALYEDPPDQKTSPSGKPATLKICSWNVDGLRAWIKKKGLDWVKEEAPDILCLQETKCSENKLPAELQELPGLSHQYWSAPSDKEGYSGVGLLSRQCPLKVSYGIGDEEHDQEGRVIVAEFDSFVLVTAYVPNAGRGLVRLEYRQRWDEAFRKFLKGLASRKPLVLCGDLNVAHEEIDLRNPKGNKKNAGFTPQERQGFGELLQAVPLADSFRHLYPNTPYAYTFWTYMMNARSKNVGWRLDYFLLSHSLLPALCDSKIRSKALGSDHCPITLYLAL
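APE1 at 0.75 nM preincubated 15 min at room temperature with compound. Reaction then started with 50 nM double-stranded THF-abasic substrate labelled with TAMRA/BHQ-2, and 525/598 nm fluorescence read kinetically. Activity taken as third-minus-first read difference, normalized to DMSO and NSC13755 controls.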
BAZ2B inh: blocks human BAZ2B. Potency, µM (titrated, usually from 114 µM), inactives show top-dose activity change, negative = inhibition, hits mostly inhibitors. AID 504333. AlphaScreen BAZ2B-H3K14Ac peptide displacement. 360,000 compounds, 4.4% hits. Q9UIF8; also: % is scaled to controls: 0 for no effect and ±100 for the full control effect; nearly all actives have a fitted effect of over 60% in size
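Complex of BAZ2B and biotin-H3K14Ac (50 nM apiece) forms over 30 min at RT, then faces library compounds up to 110 uM for another 30 min; AlphaScreen beads added, 20 min dark incubation, luminescence read.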
POLB inh: inhibitors of human DNA polymerase beta | 340,000 compounds, 1.3% hits | Pol beta primer extension/strand displacement, fluorescence kinetic | AID 485314 | Potency, µM (series often up to 114 µM), for the others: at the highest dose activity change, negative = inhibition, actives largely listed as inhibitors; also: % is scaled to controls: 0 for no effect and ±100 for the full control effect
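Curves were derived by four-parameter Hill fits of normalized qHTS data. The kinetic fluorescent primer-extension read was taken at 0 and 10 min after 50 nM substrate, following a 15 min room-temperature preincubation of 10 nM enzyme with compounds.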
JMJD2A Tudor inh: inhibitors of human JMJD2A Tudor domain; O75164; AlphaScreen JMJD2A-Tudor / H3K4me3 peptide binding; Potency, µM (titrated, usually from 114 µM), for inactives: at the highest dose activity change, negative = inhibition, actives largely listed as inhibitors; 390,000 compounds, 4.4% hits; AID 504339; also: % is scaled to controls: 0 for no effect and ±100 for the full control effect; nearly all actives have a fitted effect of over 50% in size
POLI inh: DNA polymerase iota (human) inhibition. Potency, µM (top dose mostly 115 µM), inactives show at the highest dose activity, negative = inhibition, usual class: inhibitors. Q9UNA4. 390,000 compounds, 1% hits. Pol iota fluorescent replication assay, 10 min. AID 588590
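Fluorescent replication assay read twice, at 0 min and 10 min after adding 50 nM (final) substrate. Enzyme (10 nM) and compounds were first incubated 15 min at room temperature; enzyme-free buffer wells were negative controls.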
BLM inh: blocks DNA unwinding by human BLM helicase; 350,000 compounds, 0.2% hits; Potency, µM (top dose mostly 56.1 µM), inactives show top-dose activity change, negative = inhibition, hits mostly inhibitors; recombinant BLM DNA unwinding, fluorescence dequenching;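 also: plate controls were vehicle for no effect and no enzyme for full effect; nearly all actives have a fitted effect of over 35% in size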
POLH inh: DNA polymerase eta (human) inhibition | AID 588591 | Potency, µM (top dose mostly 114 µM), inactives show top-dose activity change, negative = inhibition, usual class: inhibitors | Q9Y253 | 390,000 compounds, 1.2% hits | recombinant Pol eta, fluorescent DNA replication assay; also: % is scaled to controls: 0 for no effect and ±100 for the full control effect
Target sequence (Q9Y253 whole entry, looked up): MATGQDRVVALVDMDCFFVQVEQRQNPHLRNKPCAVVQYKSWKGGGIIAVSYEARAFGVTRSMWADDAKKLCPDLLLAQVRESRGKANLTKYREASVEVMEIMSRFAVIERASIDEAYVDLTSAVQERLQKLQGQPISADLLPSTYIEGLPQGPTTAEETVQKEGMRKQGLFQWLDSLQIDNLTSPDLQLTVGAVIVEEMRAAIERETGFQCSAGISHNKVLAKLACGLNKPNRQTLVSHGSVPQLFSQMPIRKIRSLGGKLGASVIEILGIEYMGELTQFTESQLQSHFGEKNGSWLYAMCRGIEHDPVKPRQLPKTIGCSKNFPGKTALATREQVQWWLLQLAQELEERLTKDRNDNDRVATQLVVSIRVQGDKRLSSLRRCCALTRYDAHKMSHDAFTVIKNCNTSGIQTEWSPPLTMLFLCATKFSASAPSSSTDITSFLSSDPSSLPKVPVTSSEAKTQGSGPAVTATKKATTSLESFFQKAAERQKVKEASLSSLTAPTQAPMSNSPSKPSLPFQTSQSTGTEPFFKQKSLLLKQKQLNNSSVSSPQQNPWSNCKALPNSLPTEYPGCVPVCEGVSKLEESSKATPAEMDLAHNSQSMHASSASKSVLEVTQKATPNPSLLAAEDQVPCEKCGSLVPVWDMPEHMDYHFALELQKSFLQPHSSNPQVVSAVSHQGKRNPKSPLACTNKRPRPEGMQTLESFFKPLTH
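Pol eta (10 nM) was preincubated with compounds for 15 min at room temperature, after which fluorescent replication substrate (50 nM final) was added to start the reaction. Fluorescence was read kinetically at 0 and 10 min.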
Pol kappa inh: inhibitors of human DNA polymerase kappa | Q9UBT6 | purified Pol kappa, fluorescent DNA synthesis assay, 10 min | Potency, µM (series often up to 107 µM), inactives show top-dose activity, negative = inhibition, hits mostly inhibitors | 400,000 compounds, 0.53% hits | AID 588579; also: % is scaled to controls: 0 for no effect and ±100 for the full control effect
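50 nM final substrate added after 15 min RT preincubation of 10 nM Pol kappa with compound; fluorescence read at 0 and 10 min.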
G9a block: blocks human histone lysine methyltransferase G9a | G9a H3K9 monomethylation, AlphaScreen, 2 h | Potency, µM (top dose mostly 102 µM), for inactives: at the top dose activity, negative = inhibition, actives largely listed as inhibitors | AID 504332 | 350,000 compounds, 8.8% hits; also: % is scaled to controls: 0 for no effect and ±100 for the full control effect; nearly all actives have a fitted effect of over 75% in size
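Chemiluminescent proximity detection of H3K9 monomethylation, read after 10 min bead incubation in the dark. Reaction: 20 nM G9a, 500 nM biotin-H3K9 peptide, 20 uM SAM cofactor, 2 h, room temperature, following 15 min enzyme-compound preincubation.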
Active calls of the source: *; ? = inconclusive; · = no result given; [ ] = another dose, or the depositor's remark. Calls follow the shape of the dose curve; as a rule, active = well fitted curve in the direction sought with a large enough effect; inconclusive = small, poorly fitted or top-dose-only effect, or another doubt; inactive = no such curve, though single readings can be large; an effect the other way counts as inactive or inconclusive. Potency is read from the fitted curve at half-maximal effect. A portion of the library, so the mix of outcomes need not match the whole.

Below each compound: APEX1 inh	BAZ2B inh	POLB inh	JMJD2A Tudor inh	POLI inh	BLM inh	POLH inh	Pol kappa inh	G9a block
> COc1ccc(OCc2cc(C(=O)NC(C)c3csc(C)n3)no2)c(Cl)c1 (configuration not stated)
  28%	-11%	11%	-3%	27%	-3%	0%	-1%	-3%[59 µM]
> c1cncc(-c2nc(NCCCn3ccnc3)c3ccccc3n2)c1
  -1%	10µM*	10%	20µM*	63%[activator]	30%	-13%	3%	-25%
> CCCNC(=O)C(Cc1ccccc1)NC(=O)c1ccccn1 (configuration not stated)
  12%	3%	·	-10%	31%	·	-5%	5%	28%[2.33 µM]
> O=C(NCc1ccccn1)c1ccc([N+](=O)[O-])cc1
  18%	-3%	0%	-8%	-7%	3%	-8%	-4%	7%
> CCN(CC(=O)Nc1ccc2c(c1)OCO2)S(=O)(=O)c1ccccc1
  12%	-1%	26%	-10%	-6%	-4%	-2%	-7%	11%
> Cc1cc(OCC(=O)Nc2ccc(S(=O)(=O)NC3=NCCCCC3)cc2)c(C(C)C)cc1Cl
  7%	1%	-1%	-30%	4%	-15%	?	-21%	2%[59 µM]
> COc1cccc(OCC(=O)NNC(=O)C(=O)Nc2ccc(OC)cc2OC)c1
  55%[activator]	-14%	-1%	-16%	28%	-1%	-13%	2%	49%
> CCOC(=O)C(C)Oc1nc(Oc2ccccc2)nc(N(C)C)n1 (configuration not stated)
  0%	5%	4%	5%	5%	-2%	6%	-1%	-7%[59 µM]
> Cc1csc(B(O)O)c1
  -4%	·	·	-18%	-1%	-1%	·	-1%	·
> Cc1[nH]nc(N)c1-c1ccccc1
  31%	-35%	-18%	-7%	?	-3%	-2%	-11%	·
> O=C(CSc1nccc(=O)[nH]1)N1CCc2ccccc2C1
  10%	10%	25%	-10%	45%[activator]	-3%	-4%	-6%	15%[59 µM]
> CN(C)N1C(N)=C(C#N)C(c2cccc(Cl)c2)C2=C1CCCC2=O (configuration not stated)
  28%	-21%	5%	-9%	21%	-5%	-16%	-9%[60.1 µM]	9%
> COC(CNC(=O)CCc1c(C)nc2c(c(C)nn2-c2ccc(C)cc2)c1C)OC
  17%	6%	1%	6%	7%	-5%	-21%	0%	-16%
> CC(C)(C)c1ccc(O)c(N=Cc2cc(Br)ccc2O)c1
  4%	-20%	0%	4µM*	18%	-13%	-12%	-18%	1.8µM*
> O=C(c1ccc(F)cc1F)N1CCC(c2nc(-c3ccc(S(=O)(=O)N4CCCC4)cc3)no2)CC1
  ·	0%	23%	-11%	50%[activator]	1%	-26%	7%	0%[59 µM]
> CSc1nc2cc(S(=O)(=O)N3CCCCC3)ccc2s1
  -8%	10%	2%	28%	28%	-4%	-7%	-4%	35%[activator]
> CCCC(c1nnnn1CCc1ccccc1)N1CCN(C(=O)c2ccco2)CC1 (configuration not stated)
  1%	-34%	-3%	-16%	-6%	-2%	-5%	-15%	?
> O=[N+]([O-])c1ccc(N2N=C(c3ccccc3)CC2c2ccccc2O)cc1 (configuration not stated)
  53%[activator]	-35%	-16%	·	·	-17%	·	·	?
> CC1(C)CC(=O)C(CC2=C(O)CC(C)(C)CC2=O)=C(O)C1
  1%	7%	?	-16%	8%	2%	-12%	10%	4.5µM*
> CN(C)c1ccc(CNC(=O)Cc2ccc(NC(=O)N3CCCCc4ccccc43)cc2)cc1
  ·	45µM*	-3%	50µM*	27%	-1%	-22%	-1%	13µM*
> COc1ccc(CN(C)C(=O)c2ccccc2OCc2c(C)noc2C)cc1OC
  22%	-3%	·	-8%	18%	·	-20%	0%	28%[12.7 µM]
> CC[C@@H](C)[C@H](CN[C@H](CNC)[C@@H](C)O)NCCc1ccc(OC)cc1
  -3%	-7%	21%	-34%	7%	-10%	-7%	-20%	12%
> COC(=O)C1=C(C)NC(=S)NC1c1ccc(-c2cc(Cl)ccc2Cl)o1 (configuration not stated)
  -4%	-32%	0%	-24%	?	-8%	-17%	1%	?
> COc1nn(-c2nc(-c3ccccc3)cc(C(F)(F)F)n2)cc1[N+](=O)[O-]
  4%	-3%	-1%	3%	67%[activator]	4%	-13%	-5%	31%[59 µM]
> O=C(COC(=O)Cc1cccs1)NCc1ccc(F)cc1
  -11%	-3%	14%	-9%	24%	-1%	-17%	-18%	?
> CCOC(=O)Cc1csc(NC(=O)c2c(C)noc2C)n1
  ·	·	·	-6%	0%	·	9%	-3%	·
> O=C(CN1CCN(c2ccc(O)cc2)CC1)Nc1ccc(SC(F)F)cc1
  3%	?	1%	?	-9%	-3%	-6%	-4%	2.2µM*
> C=CCOC(=O)C1=C(C)NC(=S)C(C#N)(CC=C)C1c1ccccc1Cl (configuration not stated)
  -7%	-30%	5%	?	-5%	-14%	-21%	7%	?
> Cn1c(NC(=O)/C=C/c2ccc(Cl)c(Cl)c2)cc(=O)n(C)c1=O
  -6%	1%	0%	7%	17%	1%	-13%	-6%	5%[59 µM]
> O=C(NCCN=C1NS(=O)(=O)c2ccccc21)c1ccc2nccnc2c1
  -12%	?	-3%	-10%	-13%	-13%	?	?	?
> CC(C)C(NC(=O)c1ccc([N+](=O)[O-])cc1Cl)C(=O)N1CCCC1 (configuration not stated)
  -5%	9%	45%	-6%	11%	1%	-4%	-6%	36%
> CCOC(=O)N1CCN(c2c(-c3ccc(C)c(C)c3)c(=O)c2=O)CC1
  -9%	-1%	1%	-8%	-9%	3%	-10%	-8%	11%[59 µM]
> CCOC(=O)C(C#N)C(c1cccnc1)c1c(C)[nH][nH]c1=O (configuration not stated)
  1%	-5%	0%	-14%	?	-1%	-10%	2%	?
> CCN(CC)c1ccc(NC(=O)c2cc(CN3CCCC3)on2)c(C)c1
  ·	?	?	?	3%	0%	-16%	-24%	14µM*
> CCN(CC(=O)Nc1ccc(OC)cc1)C(=O)c1cc(-c2cccs2)nn1-c1ccccc1
  14%	-31%	·	-14%	22%	·	-16%	-6%	?
> COc1ccc(CNC(=O)C(OC(=O)c2ccco2)c2ccc(F)cc2)cc1 (configuration not stated)
  9%	3%	8%	-4%	85%[activator]	-4%	-27%	-2%	6%
> Cc1ccc(-n2c(=O)c3cc4c(=O)n(-c5ccc(C)c(C)c5)c(=O)c4c(C(=O)c4ccc(C(=O)O)cc4)c3c2=O)cc1C
  16%	10µM*	-1%	13µM*	24%	-3%	?	-11%	·
> CC(=O)N1c2ccc(S(=O)(=O)N3CCCC3C(=O)Nc3cccc(F)c3)cc2CC1C (configuration not stated)
  5%	3%	9%	-11%	-1%	-2%	-15%	13%	·
> Cn1c(C(C)(O)C(O)c2ccccc2)nc2ccccc21 (configuration not stated)
  -1%	4%	0%	·	·	2%	·	·	-3%[59 µM]
> CC1(C)CCC[C@]2(C)C(CS(=O)c3ccccc3)=C(C=O)CC[C@@H]12 (some centres not stated)
  ·	·	·	-11%	-14%	·	-16%	7%	·
> CCOC(=O)N1CCN(C(=O)c2ccc(CN(c3ccccc3)S(C)(=O)=O)cc2)CC1
  0%	-6%	5%	2%[57.1 µM]	11%	2%	3%	-5%	24%
> O=C(Oc1cccc(C(=S)N2CCOCC2)c1)c1cccc(Cl)c1
  6%	?	1%	-24%	9%	-4%	-1%	-11%	-2%
> CCCC(=O)NC(=S)Nc1cccc(C(C)=O)c1
  -1%	1%	9%	-8%	7%	-1%	5%	-10%	·
> COc1c(/C=N/NS(=O)(=O)c2ccc(C)cc2)c(CCN(C)C(C)=O)cc2c1OCO2
  3%	-14%	-4%	-10%	18%	1%	?	-15%	-1%
> Cc1cc(C(=O)CSc2nnnn2C)c(C)n1-c1ccc2c(c1)OCCO2
  -1%	?	2%	?	23%	-14%	-13%	1%	?
> Cc1cccn2c(=O)c(/C=N/O)c(Nc3ccccc3F)nc12
  -2%	-2%	?	-15%	26%	-13%	-21%	6%	·
> CC1=C(C(=O)Nc2cccnc2)C(c2ccc(C)cc2)n2nc(SCc3ccccc3F)nc2N1 (configuration not stated)
  ·	-14%	18%	-11%	-14%	-5%	10%	-3%	-35%[59 µM]
> CCCS(=O)(=O)c1ncc(Cl)c(C(=O)Nc2ccc(S(=O)(=O)Nc3ncccn3)cc2)n1
  37%	-18%	0%	-3%	?	2%	-16%	3%	18µM*
> Cc1cc(C(F)F)nn1CC(=O)NCc1ccco1
  0%	-33%	-12%	-16%	8%	3%	1%	0%	?
> CCCC(=O)Nc1cc(OCC)c(NC(=O)NC2CCCCC2)cc1OCC
  14%	15%	-8%	-9%	19%	-5%	-8%	-4%	37%[59 µM]
> CCc1cc(=O)oc2c(C)c(O)c(CN3CCCCC3)cc12
  4%	9%	-3%	79µM*	-8%	1%	-14%	-5%	20%
> COc1ccc2nc(SCC(=O)N(C)C3CCCCC3)c(C#N)cc2c1
  2%	0%	0%	-4%	23%	-6%	-6%	-24%	?
> COc1cc(C(=O)C(=O)c2cc(OC)c(O)c(OC)c2)cc(OC)c1O
  45%[activator]	-30%	-13%	-14%	?	-1%	4%	0%	45µM*
> O=C1OC2(c3ccccc3)C3CCCC2C13
  5%	1%	0%	-8%	15%	2%	-22%	-20%	10%[12.7 µM]

Some of the entries above in a different format:
COC(=O)C1=C(C)NC(=S)NC1c1ccc(-c2cc(Cl)ccc2Cl)o1 (configuration not stated)
  APEX1 inh: -4%; BAZ2B inh: -32%; POLB inh: 0%; JMJD2A Tudor inh: -24%; POLI inh: ?; BLM inh: -8%; POLH inh: -17%; Pol kappa inh: 1%; G9a block: ?
COc1ccc(CN(C)C(=O)c2ccccc2OCc2c(C)noc2C)cc1OC
  APEX1 inh: 22%; BAZ2B inh: -3%; POLB inh: ·; JMJD2A Tudor inh: -8%; POLI inh: 18%; BLM inh: ·; POLH inh: -20%; Pol kappa inh: 0%; G9a block: 28%[12.7 µM]

Gathered by group: the compounds so far containing an NH in an aromatic ring (three)
Below each compound: APEX1 inh	BAZ2B inh	POLB inh	JMJD2A Tudor inh	POLI inh	BLM inh	POLH inh	Pol kappa inh	G9a block
> Cc1[nH]nc(N)c1-c1ccccc1
  31%	-35%	-18%	-7%	?	-3%	-2%	-11%	·
> O=C(CSc1nccc(=O)[nH]1)N1CCc2ccccc2C1
  10%	10%	25%	-10%	45%[activator]	-3%	-4%	-6%	15%[59 µM]
> CCOC(=O)C(C#N)C(c1cccnc1)c1c(C)[nH][nH]c1=O (configuration not stated)
  1%	-5%	0%	-14%	?	-1%	-10%	2%	?
